Assay outcomes: PubChem, The Scripps Research Institute Molecular Screening Center
ASAP1 GAP inh – inhibitors of human ASAP1 ArfGAP activity, primary screen, biochemical, fluorescence polarization | Arf-GAP with SH3 domain, ANK repeat and PH domain-containing protein 1 (Homo sapiens), … | ASAP1-stimulated ARF1 GTP hydrolysis, GDP FP detection | inhibition, % at 16.5 µM | actives 0.19% (n = 360,000); in the data active = inhibition above about 25%;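 also: 0% = vehicle with enzyme and substrate and 100% = no enzyme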
PLC-gamma1 inh – PLC-gamma1 enzyme inhibitors, primary screen, biochemical, fluorescence, purified enzyme; 1-phosphatidylinositol 4,5-bisphosphate phosphodiesterase gamma-1 (Homo sapiens), P19174; inhibition, % at 12.2 µM; actives 0.84% (n = 370,000); fluorogenic substrate; in the data active = inhibition above about 9.5%
Target sequence (P19174 whole entry, looked up): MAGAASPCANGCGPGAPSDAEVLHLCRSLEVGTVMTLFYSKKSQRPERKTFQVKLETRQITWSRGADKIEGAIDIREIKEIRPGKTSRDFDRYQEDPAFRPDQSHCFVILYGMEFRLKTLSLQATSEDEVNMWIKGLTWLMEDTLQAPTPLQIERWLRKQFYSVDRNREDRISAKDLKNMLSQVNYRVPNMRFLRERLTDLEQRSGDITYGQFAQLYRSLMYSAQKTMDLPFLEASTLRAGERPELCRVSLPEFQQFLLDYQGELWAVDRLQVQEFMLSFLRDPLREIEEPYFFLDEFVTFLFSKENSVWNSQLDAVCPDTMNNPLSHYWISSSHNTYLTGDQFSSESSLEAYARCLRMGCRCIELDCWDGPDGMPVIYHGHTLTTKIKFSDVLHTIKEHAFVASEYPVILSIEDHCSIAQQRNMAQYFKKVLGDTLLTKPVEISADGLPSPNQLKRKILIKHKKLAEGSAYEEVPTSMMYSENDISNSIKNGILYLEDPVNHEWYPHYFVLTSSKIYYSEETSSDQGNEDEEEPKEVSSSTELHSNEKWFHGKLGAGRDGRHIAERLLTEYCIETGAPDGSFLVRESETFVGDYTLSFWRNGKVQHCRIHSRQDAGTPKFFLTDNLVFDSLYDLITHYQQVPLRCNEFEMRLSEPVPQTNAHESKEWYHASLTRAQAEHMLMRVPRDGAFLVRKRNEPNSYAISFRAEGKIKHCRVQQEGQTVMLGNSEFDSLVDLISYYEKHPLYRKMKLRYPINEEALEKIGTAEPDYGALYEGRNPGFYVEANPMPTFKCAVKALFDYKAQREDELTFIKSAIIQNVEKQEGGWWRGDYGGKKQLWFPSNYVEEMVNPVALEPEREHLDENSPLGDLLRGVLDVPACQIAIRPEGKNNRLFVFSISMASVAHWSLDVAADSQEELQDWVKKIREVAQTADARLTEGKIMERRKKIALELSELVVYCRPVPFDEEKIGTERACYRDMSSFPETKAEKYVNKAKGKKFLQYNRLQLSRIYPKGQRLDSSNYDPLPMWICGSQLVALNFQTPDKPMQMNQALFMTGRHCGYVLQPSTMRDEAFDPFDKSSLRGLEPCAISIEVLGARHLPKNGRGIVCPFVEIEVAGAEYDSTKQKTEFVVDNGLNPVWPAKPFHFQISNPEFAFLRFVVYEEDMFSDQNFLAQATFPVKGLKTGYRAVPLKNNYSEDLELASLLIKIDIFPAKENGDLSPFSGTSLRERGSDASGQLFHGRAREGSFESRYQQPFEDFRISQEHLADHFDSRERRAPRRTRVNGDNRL
ARFGAP1 inh – inhibitors of rat ARFGAP1 GAP activity, primary screen, biochemical, fluorescence polarization, GDP tracer; ADP-ribosylation factor GTPase-activating protein 1 (Rattus norvegicus), Q62848; Arfgap1-stimulated ARF1 GTP hydrolysis, GDP FP detection; inhibition, % at 16.5 µM; actives 0.26% (n = 360,000); AID 651572, 2012;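 active = inhibition above a per-plate limit, mean inhibition of low control wells plus 3 SD, cut at about 25% in these data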;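 also: 0% = DMSO wells with enzyme and 100% = wells lacking Arfgap1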
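system = rat Arfgap1 catalytic domain, aa 1-136 | technique = FP, GDP Alexa 633 tracer displaced from anti-GDP antibody, 620/688 nm | compound = one concentration, 16.5 µM, DMSO 1.26% | medium = HEPES-based buffer, pH 7.5 | timing = compound-enzyme preincubation 20 min, reaction 120 min, detection 60 min, 25 °C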
PLCb3 inh – human PLC-beta3 inhibitors, primary screen, biochemical, fluorescence; 1-phosphatidylinositol 4,5-bisphosphate phosphodiesterase beta-3 (Homo sapiens), Q01970; actives 0.18% (n = 370,000); Purified PLC-beta3, fluorogenic substrate; AID 720704, 2013; inhibition, % at 12.2 µM; in the data active = inhibition above about 11%;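 also: 0% = median of compound wells on plate and 100% = full blocker control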
MBD2 DNA inh – inhibitors of MBD2 binding to methylated DNA, primary screen, biochemical, TR-FRET, DNA-binding domain, human; Methyl-CpG-binding domain protein 2 (Homo sapiens), Q9UBB5; MBD2 binding to methylated oligonucleotide; inhibition, % at 4.4 µM; actives 0.31% (n = 370,000); AID 686964, 2013; in the data active = inhibition above about 13%
KLK7 zymogen act – proKLK7 zymogen activators, primary screen, biochemical, fluorescence intensity | activation, % at 7 µM | actives 0.9% (n = 370,000) | Kallikrein-7 (Homo sapiens), P49862 | purified proKLK7, EDANS-DABCYL substrate fluorescence; 100% is mature enzyme control, 0% vehicle | AID 652039, 2013;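 active = activation above the mean of all tested compounds plus 3 SD, computed per campaign excluding outliers beyond control limits, cut at about 13% in these data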
DDE Tn7 FP inh – inhibitors of Tn7 peptide binding to fibrin DD(E), primary screen, biochemical, fluorescence polarization, human fibrin, Tn7 probe | Fibrinogen beta chain (Homo sapiens), P02675 | FP displacement of FITC-Tn7 peptide from fibrin DD(E); 0% = median of compound wells per plate | inhibition, % at 8.3 µM | actives 0.13% (n = 370,000) | AID 720508, 2013;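 active = inhibition above the mean of compounds falling within the control limits plus 3 SD of them, cut at about 14% in these data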;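 also: 0% = plate median of compound wells and 100% = 10 µM Aha-Tn7 peptide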
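system = human fibrin DD(E) protein | quantity = DD(E) 2 µM final | medium = Tris/NaCl/CaCl2 buffer, pH 7.8 | also added = labelled Tn7 tracer, 0.1 µM | compound dosing = single point at 8.3 µM | timing = compound with protein 10 min, then 3 h after probe, room temperature | signal = FP measurement | benchmarks = Aha-Tn7 high control | repeats = one replicate per compound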
DDE Tn6 FP inh – inhibitors of Tn6 peptide binding to fibrin DD(E), primary screen, biochemical, fluorescence polarization, human fibrin, Tn6 probe; Fibrinogen beta chain (Homo sapiens), P02675; Fibrin DD(E) TRITC-Tn6 fluorescence polarization displacement; inhibition, % at 8.3 µM; actives 0.21% (n = 370,000); AID 720509, 2013;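 active = inhibition above a per-campaign cutoff: mean of compounds within control limits plus 3 SD, cut at about 15% in these data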;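 also: 0% = median of all compound wells on the plate and 100% = blocking peptide control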
UHRF1 binding – UHRF1 methylated DNA binding inhibitors, primary screen, counter-screen for MBD2 inhibitor project, biochemical, TR-FRET, human UHRF1, single concentration; E3 ubiquitin-protein ligase UHRF1 (Homo sapiens), Q96T88; UHRF1 binding to methylated oligo; inhibition, % at 4.4 µM; actives 0.75% (n = 370,000); AID 687016, 2013; in the data active = inhibition above about 21%;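 also: UHRF1 SRA domain binding a hemimethylated CpG hairpin DNA probe; 0% = median of test compound wells and 100% = reference inhibitor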
ADAM17 inh – ADAM17 inhibitors, primary screen, biochemical, QFRET; recombinant ADAM17, EDANS/DABCYL FRET peptide cleavage; inhibition, % at 6.95 µM; actives 0.83% (n = 370,000); AID 720648, 2013;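 active = inhibition above the mean of compounds lying between control limits plus 3 SD, set per campaign, cut at about 8.5% in these data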;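 also: 0% = DMSO-only wells as the low control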
Numbers without * were called inactive; . = no result given.

#	Molecule	ASAP1 GAP inh	PLC-gamma1 inh	ARFGAP1 inh	PLCb3 inh	MBD2 DNA inh
1	O=c1[nH]c2ccccc2nc1C(F)(F)C(F)F	-10	-47	1	-61	5
2	CCSc1nnc(NC(=O)CSc2nnc(CNC(=O)c3ccc(OC)c(OC)c3)o2)s1	9	-4	-2	-30	0
3	Cc1cc(C)nc(SCc2ccc(C(=O)N/N=C/c3ccccc3C(=O)O)cc2)n1	8	-1	-5	0	2
4	CCC(=O)Nc1ccc(C(=O)COC(=O)C(CCSC)NC(=O)COc2ccccc2)cc1 (configuration not stated)	3	-13	3	-17	-2
5	O=C1OCCC1(c1ccccc1)c1ccccc1	11	3	-7	-3	-5
6	CCCNC(=O)c1nc(C)c(C)nc1C(=O)Nc1cccc(Cl)c1	10	-3	-7	-7	0
7	OCCNc1ncnc2ccc(Br)cc12	0	0	-5	3	-1
8	Cc1cc(NC(=O)c2sc3ccccc3c2O)no1	-1	-208	5	-308	0
9	COc1ccc(/C=C/C(=O)OCC(=O)NCc2ccccc2Cl)cc1OC	2	-39	6	-57	-2
10	COc1ccccc1C(=O)Nc1cccc(S(=O)(=O)N2CCCC2)c1	12	2	2	-4	0
11	COc1ccccc1NC(=S)N(Cc1ccco1)Cc1cc2cc(C)cc(C)c2[nH]c1=O	-4	-3	-5	-5	-3
12	Cc1cc(C(=O)N2CCOCC2)c(C)o1	9	1	-4	-6	15*

#	KLK7 zymogen act	DDE Tn7 FP inh	DDE Tn6 FP inh	UHRF1 binding	ADAM17 inh
1	-6.5	-2	-8	4	-61
2	0.0	10	-2	-1	3
3	0.4	4	1	-3	-2
4	-0.2	0	0	-1	-1
5	0.5	1	-2	-3	0
6	4.6	-5	5	-1	1
7	-0.1	0	-1	-2	-5
8	8.0	-3	6	-2	-408
9	-26	-7	2	2	-25
10	0.4	-8	-4	-2	-2
11	-0.8	-4	-3	-1	-3
12	-0.1	-1	-4	22*	-1

Overlap with the part before: 4 entries, then new ones.
#	Molecule	ASAP1 GAP inh	PLC-gamma1 inh	ARFGAP1 inh	PLCb3 inh	MBD2 DNA inh
9	COc1ccc(/C=C/C(=O)OCC(=O)NCc2ccccc2Cl)cc1OC	2	-39	6	-57	-2
10	COc1ccccc1C(=O)Nc1cccc(S(=O)(=O)N2CCCC2)c1	12	2	2	-4	0
11	COc1ccccc1NC(=S)N(Cc1ccco1)Cc1cc2cc(C)cc(C)c2[nH]c1=O	-4	-3	-5	-5	-3
12	Cc1cc(C(=O)N2CCOCC2)c(C)o1	9	1	-4	-6	15*
13	CC1(c2nnc(Cc3ccccc3)o2)CC(c2ccc(Br)cc2)=NO1 (configuration not stated)	5	2	-7	0	-1
14	O=C(Nc1ccc(F)cc1F)NC1CCN(S(=O)(=O)c2ccc(F)cc2)CC1	6	0	5	0	-4
15	CCCC[C@H](C(=O)N(CC)c1ccccc1)[C@@H](O)c1ccc2ccccc2c1	.	3	.	3	-4
16	Cc1nn(-c2ccccc2)c(Cl)c1C(=O)N1CCN(C)CC1	5	0	-3	-4	-2
17	CSc1ccc(CN2CCC2(C)C(=O)Nc2cccc(Oc3ccccc3)c2)cc1 (configuration not stated)	-4	0	13	-3	0
18	CC(=O)c1cnc(N2CCCCC2)nc1C	-8	2	10	5	0
19	CC(C)OCCCn1c(=O)c2ccccc2n2c(CCC(=O)NCc3ccccn3)nnc12	6	0	-7	-2	4
20	CC(=O)NCCNc1ccc([N+](=O)[O-])cc1C#N	6	5	-11	3	-6
21	CCN1CCc2nc3ccccc3c(C(=O)Nc3ccc(NC(C)=O)cc3)c2C1	-1	-1	6	-12	1
22	CN(C)S(=O)(=O)c1cccc(NC(=S)Nc2ccc(Cl)cc2Cl)c1	4	-4	-4	1	4
23	Cc1c(Cl)c(-c2n[nH]c(=S)n2-c2ccc(F)cc2)nn1C	2	0	-4	1	6
24	OCCC1CN(Cc2cccn2-c2nccs2)CCN1Cc1ccc(F)c(F)c1 (configuration not stated)	1	-10	2	-13	1

#	KLK7 zymogen act	DDE Tn7 FP inh	DDE Tn6 FP inh	UHRF1 binding	ADAM17 inh
9	-26	-7	2	2	-25
10	0.4	-8	-4	-2	-2
11	-0.8	-4	-3	-1	-3
12	-0.1	-1	-4	22*	-1
13	-0.8	0	5	1	-3
14	-0.4	-5	4	1	1
15	0.3	-3	8	-2	4
16	-0.3	-4	6	2	-6
17	0.8	-5	-1	3	2
18	-0.2	-4	-4	2	-2
19	0.3	-9	-4	2	4
20	0.0	1	-7	-5	2
21	0.4	2	0	4	-3
22	-0.2	2	-4	-3	-1
23	0.2	-3	-1	-3	-2
24	0.5	-8	-2	0	-7

Next section:
#	Molecule	ASAP1 GAP inh	PLC-gamma1 inh	ARFGAP1 inh	PLCb3 inh	MBD2 DNA inh
25	O=C(COC(=O)Cn1cnc2ccccc21)NCCCc1ccccc1	6	1	-7	3	4
26	O=S1(=O)N[C@H](Cc2ccccc2)COc2cccc(N3CCCCC3)c21	2	4	8	1	7
27	CC(=O)N(Cc1ccccc1)c1nc(-c2ccccc2)cs1	2	0	-9	-7	-1
28	Cc1ccc(O)c(C(=O)c2cc(C#N)c(=O)n(-c3nccs3)c2)c1	11	-113	-1	-165	-2
29	Cc1ccccc1-c1nc2ccccc2c(=O)n1C1CCS(=O)(=O)C1 (configuration not stated)	5	0	12	1	2
30	CCc1nc2ccc(C(=O)N3CCN(C(C)=O)CC3)cn2c1N(CC)C(=O)NCCc1ccccc1	-1	-1	-1	-4	0
31	O=C1c2ccccc2C(=O)N1CCc1csc(-c2cccc(F)c2)n1	3	-1	-6	-2	1
32	C/C(N)=C(/C#N)C(=O)CSc1nnc(-c2ccccc2)n1C	4	-1	3	-6	3
33	Cc1onc(-c2ccccc2Cl)c1C(=O)OCn1nnc2ccccc2c1=O	25	11*	2	3	2
34	Cc1cc(C(=O)N/N=C/c2sccc2C)no1	19	-3	1	2	2
35	O=C(COC(=O)c1ccc(F)cc1Cl)NC(=O)NC1CCCC1	-5	-1	-7	-8	-7
36	O=C(CN1C(=O)CSC1=O)N1CCCC(Nc2ccc(F)cc2)C1 (configuration not stated)	1	0	-3	-1	-7

#	KLK7 zymogen act	DDE Tn7 FP inh	DDE Tn6 FP inh	UHRF1 binding	ADAM17 inh
25	-0.4	-4	2	4	-1
26	0.2	4	5	22*	0
27	0.2	8	0	-1	3
28	17*	-11	-7	-9	-21
29	-0.6	-6	-13	2	-1
30	-0.2	4	5	1	-3
31	-0.3	2	1	2	-6
32	0.2	-1	9	5	-8
33	0.4	-3	-9	4	8
34	-0.4	1	2	23*	-2
35	-0.1	5	-2	1	-4
36	-0.2	2	-6	-3	1

Look-ups from the results shown.
Cc1onc(-c2ccccc2Cl)c1C(=O)OCn1nnc2ccccc2c1=O | MBD2 DNA inh = 2
Cc1ccccc1-c1nc2ccccc2c(=O)n1C1CCS(=O)(=O)C1 (configuration not stated) | KLK7 zymogen act = -0.6
Cc1ccc(O)c(C(=O)c2cc(C#N)c(=O)n(-c3nccs3)c2)c1 | MBD2 DNA inh = -2
CCc1nc2ccc(C(=O)N3CCN(C(C)=O)CC3)cn2c1N(CC)C(=O)NCCc1ccccc1 | ARFGAP1 inh = -1

Additional results follow.
#	Molecule	ASAP1 GAP inh	PLC-gamma1 inh	ARFGAP1 inh	PLCb3 inh	MBD2 DNA inh
37	CC(C)c1c(O)nc(SCc2ccccc2)[nH]c1=O	3	2	8	1	3
38	C=C1[C@@H]2CC[C@H]3[C@]4(C)[C@@H](O)CC[C@@](C)(C(=O)OC)[C@H]4C[C@H](O)[C@]3(C2)[C@H]1O	.	3	.	1	-7
39	COCc1ccccc1Cn1cnc2c1c(=O)n(C)c(=O)n2C	7	1	7	5	-4
40	Cc1nonc1OCC(C)(COc1nonc1C)NC(=O)c1ccccc1	1	-2	13	0	-1
41	CC1CCCN(CCCCOc2cccc(Br)c2)C1 (configuration not stated)	-4	5	1	2	4
42	Cc1noc(C)c1COC(=O)CCCc1nc2ccccc2s1	-9	4	-1	0	3
43	CCOc1ccc(NC(=O)Cn2nnc3c(cnn3-c3ccc(F)cc3)c2=O)cc1	-2	0	-2	-6	-3
44	CCC(=O)c1ccc(OCC(=O)Nc2nc(C)cs2)cc1	-7	1	-14	1	0
45	Cc1nn(C(=O)Cn2cc([N+](=O)[O-])cn2)c(C)c1Cl	4	2	8	-7	2
46	C[C@H]1[C@@H](OC(=O)NC2CCCCC2)CC[C@@]23CCCN2C(=O)CCC[C@@H]13	.	1	.	0	1
47	Cc1nc(C)c(C(=O)N(c2ccc(C)c(C)c2)C(C(=O)NCc2ccco2)c2ccccc2)s1 (configuration not stated)	13	0	-2	2	-4
48	O=C(Nc1ccc(S(=O)(=O)Nc2ccccn2)cc1)c1cccc([N+](=O)[O-])c1	1	3	15	-2	-7

#	KLK7 zymogen act	DDE Tn7 FP inh	DDE Tn6 FP inh	UHRF1 binding	ADAM17 inh
37	-0.7	-6	-4	-1	0
38	0.6	2	-2	-3	-3
39	1.4	-1	-4	1	0
40	0.2	6	0	0	-3
41	3.5	5	-8	-3	-1
42	0.3	-5	2	1	-1
43	0.4	-2	5	0	1
44	-0.1	5	1	-1	-4
45	0.3	-1	-7	-1	-5
46	.	-11	3	-2	0
47	0.4	-5	-5	-2	-4
48	0.6	0	8	-2	-2

Next section.
#	Molecule	ASAP1 GAP inh	PLC-gamma1 inh	ARFGAP1 inh	PLCb3 inh	MBD2 DNA inh
49	O=C(CCn1nnc2ccccc21)N1CCN(Cc2ccc3c(c2)OCO3)CC1	.	-2	.	0	3
50	COc1cc(C(=O)NCc2nnc(SCC(=O)c3ccc(Cl)cc3)o2)cc(OC)c1OC	-3	4	9	-3	-4
51	Cc1nnc(SCC(=O)N2CCc3ccccc32)s1	5	-1	-3	1	-1
52	CCn1c(SCC#N)nc2c(c1=O)C1(CCCC1)Cc1ccccc1-2	-9	2	-4	0	0

#	KLK7 zymogen act	DDE Tn7 FP inh	DDE Tn6 FP inh	UHRF1 binding	ADAM17 inh
49	0.5	0	8	1	-4
50	-0.2	-10	1	0	3
51	0.9	1	-6	0	-2
52	0.4	-5	1	0	3
